IL1B NFkB inh = blocks IL-1B driven NFkB nuclear translocation in HUVEC cells; 94,000 compounds, 0.43% hits; AID 796; HUVEC IL-1B NFkB p65 nuclear translocation imaging; inhibition, % at 2 µM;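 active means inhibition above about 30% together with a positive call from visual inspection of the well image, limit read from the data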;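 further: nuclear over cytoplasmic p65 intensity ratio measured by imaging; 0% = IL-1B stimulated DMSO wells and 100% = unstimulated DMSO wells; values of inactives mirror those of a sister screen read the other way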
PLAP inhibition = inhibition of human placental alkaline phosphatase – biochemical, luminescence, HTS (AID 690). purified PLAP, luminescent substrate; higher % means a stronger effect. inhibition, % at 20 µM; hits with a dose series show IC50 in µM. 96,000 compounds, 0.08% hits; in the data active means a potency from the dose series; inactive means the rest, 99 in 100 with inhibition below about 30%; further: strong numbers were not always called active
MRP resist rev = reverses drug resistance mediated by MRP; H69AR cells + 2 uM doxorubicin, CellTiter-Glo, 72 h; differential viability (reversal), % at 10 µM; 85,000 compounds, 0.04% hits; AID 602;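 active means viability drop by adding the cancer drug above about 55%, with treated viability meeting a 40% cutoff, limit read from the data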;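 further: viability without doxorubicin minus viability with 2 µM doxorubicin for each compound; larger differential means the compound sensitizes cells more to doxorubicin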
IL1B NFkB pot = enhances IL-1B driven NFkB nuclear translocation; HUVEC IL-1B NFkB p65 nuclear translocation imaging; activation, % at 2 µM; 94,000 compounds, 0.3% hits; AID 819;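 active means activation above 40%, about the mean plus 3 SD, also judged a hit on visual image review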;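 further: percent activation is computed from the nuclear over cytoplasmic p65 intensity ratio; values of inactives mirror those of a sister screen read the other way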
Bcl-B displacement = displacers of TR3 peptide from Bcl-B, primary screen, selectivity assay for Bfl-1 inhibitor project, biochemical, fluorescence polarization; AID 748; displacement, % at 20 µM; hits with a dose series show IC50 in µM; FP displacement of FITC-TR3 peptide from Bcl-B; higher % means a stronger effect; 96,000 compounds, 0.11% hits;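 active means displacement above 50% at 20 µM plus a fluorescence interference ratio under 1.5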;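 further: plate controls were wells without compound for no effect and wells lacking Bcl-B protein for full effect; a part of the inactive calls stands beside numbers as strong as those of hits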
MRP resist rev cytotoxicity = also measured in MRP resist rev; calls as there; viability, %; H69AR cells, CellTiter-Glo, 72 h; measured here: cytotoxicity without doxorubicin
MRP resist rev with doxorubicin = second read-out of MRP resist rev, no call of its own (marks repeat the call); viability, %; measured here: viability with 2 uM doxorubicin; active compounds read low
IL1B NFkB inh cell count 2 µM = further read-out of IL1B NFkB inh, marked with its call; cell count; measured here: cells passing quality filter;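 raw number of nuclei counted in each imaged well without normalization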
IL1B NFkB pot cell count 2 µM = further read-out of IL1B NFkB pot, marked with its call; cell count; measured here: cells passing quality filter
* hit, by the source's call; & = joins results of further samples. This is a subset, so the mix of outcomes need not match the whole.

Cc1cccc(-c2nc(CS(=O)CC(=O)NCc3cccs3)c(C)o2)c1 (stereo not given) was read as IL1B NFkB inh -8, PLAP inhibition -70%, MRP resist rev 6, IL1B NFkB pot 8, Bcl-B displacement 7%, MRP resist rev cytotoxicity 89, MRP resist rev with doxorubicin 84, IL1B NFkB inh cell count 2 µM 178 and IL1B NFkB pot cell count 2 µM 178.
`CC(=O)OCn1nnc2ccccc2c1=O` gave IL1B NFkB inh -9, MRP resist rev 6, IL1B NFkB pot 9, MRP resist rev cytotoxicity 84, MRP resist rev with doxorubicin 78, IL1B NFkB inh cell count 2 µM 130 and IL1B NFkB pot cell count 2 µM 130.
Screening CN(C)c1cccc2c(S(=O)(=O)N3CCOCC3)cccc12 returned PLAP inhibition 2%, MRP resist rev 3, Bcl-B displacement 3%, MRP resist rev cytotoxicity 88 and MRP resist rev with doxorubicin 84.
O=C(c1ccccc1)N(Cc1ccccc1)c1ccccn1 was read as IL1B NFkB inh 4, PLAP inhibition 15%, MRP resist rev -35, IL1B NFkB pot -4, Bcl-B displacement -3%, MRP resist rev cytotoxicity 53, MRP resist rev with doxorubicin 88, IL1B NFkB inh cell count 2 µM 104 and IL1B NFkB pot cell count 2 µM 104.
For CCOc1nc(-c2ccccc2)ccc1-c1noc(COc2ccccc2)n1 the results were PLAP inhibition -10%, MRP resist rev 9, Bcl-B displacement -95%, MRP resist rev cytotoxicity 78 and MRP resist rev with doxorubicin 69.
`CC(C)(C)c1nn(-c2ccccc2)c2nc(Cl)c(C=O)cc12` gave IL1B NFkB inh 8, PLAP inhibition -2%, IL1B NFkB pot -8, Bcl-B displacement -3%, IL1B NFkB inh cell count 2 µM 103 and IL1B NFkB pot cell count 2 µM 103.
Screening c1ccc2[nH]c(-c3ccnc4ccccc34)nc2c1 returned IL1B NFkB inh 0, PLAP inhibition -16%&9%, MRP resist rev -6&6, IL1B NFkB pot 0, Bcl-B displacement -2%&-4%, MRP resist rev cytotoxicity 48&56, MRP resist rev with doxorubicin 54&50, IL1B NFkB inh cell count 2 µM 45 and IL1B NFkB pot cell count 2 µM 45.
`Cc1ccc(Sc2c([N+](=O)[O-])ncn2C)cc1` gave IL1B NFkB inh -7, PLAP inhibition 1%, IL1B NFkB pot 7, Bcl-B displacement 2%, IL1B NFkB inh cell count 2 µM 189 and IL1B NFkB pot cell count 2 µM 189.
For CCOC(=O)N1CCC(NC(=O)C(NS(=O)(=O)c2ccc3c(c2)CCN3C(C)=O)C(C)C)CC1 (stereo not given) the results were PLAP inhibition -29% and Bcl-B displacement -4%.
`COCc1cc(C)[nH]c(=O)c1C#N` gave IL1B NFkB inh -2, PLAP inhibition 7%, MRP resist rev -12, IL1B NFkB pot 2, Bcl-B displacement 2%, MRP resist rev cytotoxicity 94, MRP resist rev with doxorubicin 106, IL1B NFkB inh cell count 2 µM 103 and IL1B NFkB pot cell count 2 µM 103.
`CC1CCc2nc(NC(=O)Cc3cccs3)sc2C1` (stereo not given) gave IL1B NFkB inh -1, PLAP inhibition -13%, MRP resist rev 22, IL1B NFkB pot 1, Bcl-B displacement -4%, MRP resist rev cytotoxicity 97, MRP resist rev with doxorubicin 75, IL1B NFkB inh cell count 2 µM 107 and IL1B NFkB pot cell count 2 µM 107.
`OC1C[N+]2(CCCCC2)C1` gave IL1B NFkB inh -17, PLAP inhibition 24%, MRP resist rev 7, IL1B NFkB pot 17, Bcl-B displacement -11%, MRP resist rev cytotoxicity 102, MRP resist rev with doxorubicin 95, IL1B NFkB inh cell count 2 µM 11 and IL1B NFkB pot cell count 2 µM 11.
For O=C(NCCO)c1nc(NCCO)c2ccccc2n1 the results were IL1B NFkB inh -18, PLAP inhibition -8%, MRP resist rev 9, IL1B NFkB pot 18, Bcl-B displacement 8%, MRP resist rev cytotoxicity 96, MRP resist rev with doxorubicin 87, IL1B NFkB inh cell count 2 µM 128 and IL1B NFkB pot cell count 2 µM 128.
For CC1Cc2ccccc2N1C(=O)C12CCC(C)(C(=O)C1)C2(C)C (stereo not given) the results were IL1B NFkB inh 0, PLAP inhibition 14%, MRP resist rev 11, IL1B NFkB pot 0, Bcl-B displacement -3%, MRP resist rev cytotoxicity 82, MRP resist rev with doxorubicin 72, IL1B NFkB inh cell count 2 µM 143 and IL1B NFkB pot cell count 2 µM 143.
Screening CCCCSc1nnc(-c2c[nH]c3ccccc23)n1C returned PLAP inhibition 11%, MRP resist rev -5, Bcl-B displacement 3%, MRP resist rev cytotoxicity 83 and MRP resist rev with doxorubicin 88.
For CCCCN(CC)CCCNC(=O)CS(=O)(=O)Cc1nc(-c2cccc(OC)c2)oc1C the results were IL1B NFkB inh -22, PLAP inhibition -42%, MRP resist rev -3, IL1B NFkB pot 22, Bcl-B displacement 2%, MRP resist rev cytotoxicity 88, MRP resist rev with doxorubicin 91, IL1B NFkB inh cell count 2 µM 109 and IL1B NFkB pot cell count 2 µM 109.
Screening O=C(COc1ccc(S(=O)(=O)NC2CCCCC2)cc1Cl)NCc1ccc2c(c1)OCO2 returned IL1B NFkB inh -7, PLAP inhibition -76%, MRP resist rev 9, IL1B NFkB pot 7, Bcl-B displacement -3%, MRP resist rev cytotoxicity 99, MRP resist rev with doxorubicin 91, IL1B NFkB inh cell count 2 µM 64 and IL1B NFkB pot cell count 2 µM 64.
COc1ccccc1NC(=O)NCCCl was read as IL1B NFkB inh -7, MRP resist rev 8, IL1B NFkB pot 7, MRP resist rev cytotoxicity 98, MRP resist rev with doxorubicin 90, IL1B NFkB inh cell count 2 µM 140 and IL1B NFkB pot cell count 2 µM 140.
CC1CCN(c2cc(N3CCOCC3)c(F)cc2[N+](=O)[O-])CC1 was read as IL1B NFkB inh -7, PLAP inhibition 14%, IL1B NFkB pot 7, Bcl-B displacement -3%, IL1B NFkB inh cell count 2 µM 116 and IL1B NFkB pot cell count 2 µM 116.
Screening COC(=O)Cc1ccc(NC(=S)NCCCO)cc1 returned IL1B NFkB inh 4, PLAP inhibition -16%, IL1B NFkB pot -4, Bcl-B displacement -4%, IL1B NFkB inh cell count 2 µM 174 and IL1B NFkB pot cell count 2 µM 174.
For O=C(NC(=O)N1CCN(c2cccc(Cl)c2)CC1)c1ccccc1 the results were IL1B NFkB inh 5, PLAP inhibition -9%, MRP resist rev 6, IL1B NFkB pot -5, Bcl-B displacement 2%, MRP resist rev cytotoxicity 92, MRP resist rev with doxorubicin 86, IL1B NFkB inh cell count 2 µM 142 and IL1B NFkB pot cell count 2 µM 142.
Screening COC(=O)CN(c1ccc(C)cc1)S(=O)(=O)c1ccc2c(c1)n(C)c(=O)c(=O)n2C returned IL1B NFkB inh -4, PLAP inhibition 1%, IL1B NFkB pot 4, Bcl-B displacement -1%, IL1B NFkB inh cell count 2 µM 167 and IL1B NFkB pot cell count 2 µM 167.
Screening O=C(CN1CCN(S(=O)(=O)c2ccc(Cl)cc2)CC1)Nc1ccc2c(c1)OCO2 returned IL1B NFkB inh -1, PLAP inhibition -25%, MRP resist rev -15, IL1B NFkB pot 1, Bcl-B displacement -9%, MRP resist rev cytotoxicity 66, MRP resist rev with doxorubicin 81, IL1B NFkB inh cell count 2 µM 183 and IL1B NFkB pot cell count 2 µM 183.
For O=C1N=C(N2CCCC2)S/C1=C\c1ccccc1 the results were IL1B NFkB inh -8, MRP resist rev 2, IL1B NFkB pot 9, MRP resist rev cytotoxicity 79, MRP resist rev with doxorubicin 77, IL1B NFkB inh cell count 2 µM 138 and IL1B NFkB pot cell count 2 µM 138.
Screening COc1ccnc(NCc2ccc(Cl)cc2)c1C#N returned IL1B NFkB inh -4, PLAP inhibition 3%, IL1B NFkB pot 4, Bcl-B displacement 1%, IL1B NFkB inh cell count 2 µM 130 and IL1B NFkB pot cell count 2 µM 130.
For CCCc1oc(C(=O)O)cc1CN1CCOCC1 the results were IL1B NFkB inh 32*, PLAP inhibition -10%, IL1B NFkB pot -32, Bcl-B displacement 3%, IL1B NFkB inh cell count 2 µM 147* and IL1B NFkB pot cell count 2 µM 147.
For Cc1nnc(Sc2c(-c3ccccc3)c3ccc(Cl)cc3[nH]c2=O)s1 the results were IL1B NFkB inh 12, PLAP inhibition -9%, MRP resist rev -6, IL1B NFkB pot -12, Bcl-B displacement -6%, MRP resist rev cytotoxicity 84, MRP resist rev with doxorubicin 90, IL1B NFkB inh cell count 2 µM 176 and IL1B NFkB pot cell count 2 µM 176.
For CCOC(=O)c1sc(-c2ccc(F)cc2)cc1N the results were IL1B NFkB inh 3, PLAP inhibition 7%, IL1B NFkB pot -3, Bcl-B displacement 2%, IL1B NFkB inh cell count 2 µM 139 and IL1B NFkB pot cell count 2 µM 139.
`Cc1cccc(OCCCC(=O)O)c1C` gave IL1B NFkB inh 7, PLAP inhibition 0%, MRP resist rev -1, IL1B NFkB pot -7, Bcl-B displacement 5%, MRP resist rev cytotoxicity 105, MRP resist rev with doxorubicin 106, IL1B NFkB inh cell count 2 µM 111 and IL1B NFkB pot cell count 2 µM 111.
Screening Cc1csc(OCc2ccc(C#N)cc2)n1 returned IL1B NFkB inh -30, PLAP inhibition 15%, MRP resist rev -5, IL1B NFkB pot 30, Bcl-B displacement -5%, MRP resist rev cytotoxicity 93, MRP resist rev with doxorubicin 98, IL1B NFkB inh cell count 2 µM 133 and IL1B NFkB pot cell count 2 µM 133.

2 neighbouring entries out of the list so far:
`Cc1cccc(OCCCC(=O)O)c1C` gave IL1B NFkB inh 7, PLAP inhibition 0%, MRP resist rev -1, IL1B NFkB pot -7, Bcl-B displacement 5%, MRP resist rev cytotoxicity 105, MRP resist rev with doxorubicin 106, IL1B NFkB inh cell count 2 µM 111 and IL1B NFkB pot cell count 2 µM 111.
Screening Cc1csc(OCc2ccc(C#N)cc2)n1 returned IL1B NFkB inh -30, PLAP inhibition 15%, MRP resist rev -5, IL1B NFkB pot 30, Bcl-B displacement -5%, MRP resist rev cytotoxicity 93, MRP resist rev with doxorubicin 98, IL1B NFkB inh cell count 2 µM 133 and IL1B NFkB pot cell count 2 µM 133.

The main list resumes, repeating the 2 entries before the break.
`Cc1cccc(OCCCC(=O)O)c1C` gave IL1B NFkB inh 7, PLAP inhibition 0%, MRP resist rev -1, IL1B NFkB pot -7, Bcl-B displacement 5%, MRP resist rev cytotoxicity 105, MRP resist rev with doxorubicin 106, IL1B NFkB inh cell count 2 µM 111 and IL1B NFkB pot cell count 2 µM 111.
Screening Cc1csc(OCc2ccc(C#N)cc2)n1 returned IL1B NFkB inh -30, PLAP inhibition 15%, MRP resist rev -5, IL1B NFkB pot 30, Bcl-B displacement -5%, MRP resist rev cytotoxicity 93, MRP resist rev with doxorubicin 98, IL1B NFkB inh cell count 2 µM 133 and IL1B NFkB pot cell count 2 µM 133.
For O=S(=O)(Nc1ccc(C(F)(F)F)cc1)c1cnc[nH]1 the results were PLAP inhibition 6%, MRP resist rev 9, Bcl-B displacement -10%, MRP resist rev cytotoxicity 99 and MRP resist rev with doxorubicin 90.
CCOC(=O)c1c(C)c(C#N)c2c3ccccc3ccn12 was read as IL1B NFkB inh -6, PLAP inhibition 21%, IL1B NFkB pot 7, Bcl-B displacement 2%, IL1B NFkB inh cell count 2 µM 182 and IL1B NFkB pot cell count 2 µM 182.
`CCCC(=O)N1CCN(c2ccc(NC(=O)c3ccccc3)cc2)CC1` gave IL1B NFkB inh 6, PLAP inhibition -8%, MRP resist rev -10, IL1B NFkB pot -6, Bcl-B displacement 5%, MRP resist rev cytotoxicity 70, MRP resist rev with doxorubicin 80, IL1B NFkB inh cell count 2 µM 89 and IL1B NFkB pot cell count 2 µM 89.
Screening CCN(CC)CCNC(=O)c1ccc2c(c1)ncn2C1CCCCC1 returned IL1B NFkB inh -5, PLAP inhibition -3%, MRP resist rev -7, IL1B NFkB pot 5, Bcl-B displacement -1%, MRP resist rev cytotoxicity 95, MRP resist rev with doxorubicin 102, IL1B NFkB inh cell count 2 µM 122 and IL1B NFkB pot cell count 2 µM 122.
`O=C(CSc1ncnc2c1cnn2Cc1ccccc1)Nc1ccc2c(c1)OCCO2` gave IL1B NFkB inh -2, PLAP inhibition 6%, MRP resist rev -21, IL1B NFkB pot 2, Bcl-B displacement -6%, MRP resist rev cytotoxicity 34, MRP resist rev with doxorubicin 55, IL1B NFkB inh cell count 2 µM 156 and IL1B NFkB pot cell count 2 µM 156.

Bioassay records deposited in PubChem by several laboratories.
